NIH3T3 HSF-1 reporter = decrease of heat-induced HSF-1 GFP reporter, dose response, NIH3T3 R4 cells, GFP/RFP, cherry-pick, set 3 (AID 493083) | NIH3T3 R4 HSF-1 GFP reporter, heat shock, 48 h | AC50 in µM for hits, for the others activity change, negative = inhibition, % at the top dose, mostly 19.5 µM | 2,400 compounds, 4% hits;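 active = compounds lowering signal whose fitted AC50 is at most ten times the top tested dose; inconclusive = flat fit with moderate inhibition, or poor curve fit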;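 also: 0% = neutral control wells and -100% = didemnin B positive control; many of its hits are not listed in these tables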
* hit, by the source's call; i = inactive; ? = inconclusive. Not all compounds are listed; the hit share may differ from the screen's.

NIH3T3 HSF-1 reporter	molecule
-3.3%	NS(=O)(=O)c1cc2c(cc1Cl)NCNS2(=O)=O
-44.2%	O=C(CCl)N=c1sccn1Cc1ccc(Cl)cc1Cl
-3.8%	CC(C)(C)C(=O)Nc1ccc(-c2cc3cc(Cl)ccc3o2)cc1
-1.0%	O=[N+]([O-])c1cccc(-c2nnc(-c3ccccc3)o2)c1
-2.8%	c1ccc(-c2nc3ccccc3c3nncn23)cc1
-5.1%	O=C(COC(=O)c1cnccn1)Nc1ccc(Cl)cn1
?	CCOC(=O)N=Nc1c2ccccc2c2nc3no[nH]c3nc12
-4.1%	Cc1nc2c(-c3ccccc3)c(C)[nH]n2c(=O)c1Cl
5.3%	O=C(N1CCCCC1)N1CCN(S(=O)(=O)c2ccccc2)CC1
0.5%	CC(=O)COc1ccccc1OC(=O)c1ccco1
-3.7%	CC1(C)Cc2c(sc3nc(C4CC4)n(N)c(=O)c23)CO1
-5.7%	c1ccn(-c2ccc(N3CCOCC3)cc2)c1
-4.5%	CCOC(=O)C1CCCN(CCC(=O)Nc2cc(OC)ccc2OC)C1 (stereo not given)
3.7%	O=C(OCCN1CCN(c2ncc(C(F)(F)F)cc2Cl)CC1)c1ccc(Cl)cc1
-1.3%	COc1ccc(Cn2nnnc2CN2CCc3ccccc3C2)cc1
36.6%	Cc1ccc(OCC(=O)c2cc(C)n(-c3ccccc3)c2C)c([N+](=O)[O-])n1
0.1%	O=c1cc(-c2ccccc2)c2ccc(O)cc2o1
-1.6%	COC(=O)c1ccc(CNC(=O)C(NC(=O)c2ccco2)C(C)C)cc1 (stereo not given)
-10.9%	CCOc1ccc2nc(NC(=O)/C=C/c3ccc4c(c3)OCO4)sc2c1
-5.0%	Cc1cc(N=Nc2ccc(Cl)cc2)cc(CN2CCCC2)c1O
-2.4%	CN(C)C(=O)CSc1n[nH]c(=O)[nH]c1=O
16.9µM*	Cn1c(=O)c([N+](=O)[O-])c(Cl)c2ccccc21
-2.0%	COC(=O)COc1ccc2c(c1C)O/C(=C\c1ccco1)C2=O
-1.6%	Nc1ncnc2nc(N3CCN(C(=O)c4ccccc4)CC3)[nH]c12

Some of the entries so far, with each value named:
Cc1ccc(OCC(=O)c2cc(C)n(-c3ccccc3)c2C)c([N+](=O)[O-])n1
  NIH3T3 HSF-1 reporter: 36.6%

O=c1cc(-c2ccccc2)c2ccc(O)cc2o1
  NIH3T3 HSF-1 reporter: 0.1%

COC(=O)c1ccc(CNC(=O)C(NC(=O)c2ccco2)C(C)C)cc1 (stereo not given)
  NIH3T3 HSF-1 reporter: -1.6%

(continued)
NIH3T3 HSF-1 reporter	molecule
-79.5%	O=C(CCl)N(c1ccc(Cl)cc1)c1c[nH]c2ccccc12
-2.5%	Cn1cc(Cl)c(-c2n[nH]c(=S)n2-c2ccc(F)cc2)n1
8.6%	C=CCNC(=S)Nc1sc2c(c1C#N)CCCC2
-19.6%	COc1ccc2cc3c(N)nn(C(=O)Cc4c[nH]c5ccccc45)c3nc2c1
1.7%	OCCN(Cc1ccccc1)Cc1cccc(Cl)c1Cl
-3.3%	CCc1ccccc1NC(=O)c1ccc(NS(C)(=O)=O)cc1
7.0%	O=C(Oc1cc(=O)oc2c1c(=O)n1c3c(cccc23)CC1)c1ccc(F)cc1
32.4%	C=CCn1c(C)cc(C2=NNC(=NCC)SC2)c1C
1.4%	CN1CCN(S(=O)(=O)c2ccc(Oc3ccc(F)c(Cl)c3)nc2)CC1
-3.0%	Cn1c(=O)n(C)c2cc(NS(C)(=O)=O)ccc21
18.7%	O=C(Nc1ccc(S(=O)(=O)N2CCOCC2)cc1)c1ccc(Cl)cc1Cl
1.5%	CN(NC1OC(=O)c2ccccc21)c1ccc(C(F)(F)F)cc1[N+](=O)[O-] (stereo not given)
8.3%	COC(=O)c1nc(NC(=O)c2ccc(C(C)(C)C)cc2)n[nH]1
3.7%	Cc1ccc(C2=NCCn3c2c2ccc(C(F)(F)F)cc2[n+]3[O-])cc1
-0.1%	COc1ccc(OC)c(NC(=O)CSc2nc3ccccc3cc2Cc2ccccc2)c1
-4.3%	O=C(N/N=C/c1cccc(C(F)(F)F)c1)c1ccc(O)cc1
-2.5%	Cc1cc(C2(c3cc(C)c(NC(=O)CN4CCOCC4)c(C)c3)CCCCC2)cc(C)c1NC(=O)CN1CCOCC1
-3.6%	CC(C)c1ccc(OCCCN2CCCC2)cc1
14.5%	CC[n+]1c(/C=C/c2cc([N+](=O)[O-])ccc2O)ccc2ccccc21
-3.0%	COc1ccc(/C=N/n2c(-c3cc(C)[nH]n3)n[nH]c2=S)cc1OC
?	O=c1c(Cl)c(Cl)cnn1-c1ccccc1
24.1%	Cn1c(=O)c2c(SCC(=O)N3CCCc4ccccc43)nc(C3CC3)nc2n(C)c1=O
-1.7%	CCCC(CCC)C(=O)Nc1ccc2c(c1)N(C(=O)CCN1CCN(C)CC1)c1ccccc1CC2
30.7%	CN=c1scc(-c2ccccc2F)n1/N=C/c1ccc[nH]1
-3.7%	Cc1ccc(-c2nc(-c3ccccc3)no2)c(Cl)c1
3.1%	CCCOc1ccc2cc(C(=O)NCc3ccccc3)c(=O)oc2c1
-2.1%	CCC(CC)c1nc(C#N)c(NCc2ccccc2)o1
18.4%	CC1CCN(C(=O)CSc2nc3c(cnn3-c3ccc(Cl)cc3)c(=O)[nH]2)CC1
12.6%	c1csc(-c2nnsc2-c2nc3ccccc3[nH]2)c1
-6.3%	COc1cc(NC(=O)N[C@@H](Cc2c[nH]c3ccccc23)C(=O)O)c(C(=O)O)cc1OC
-4.3%	O=C(CCc1nc2ccccc2c(=O)[nH]1)NCc1ccco1
-7.9%	Cc1cccc(OCC(=O)OC2CCN(C)CC2)c1
5.43µM*	O=C(CCl)N(c1ccccc1)C1CCCCC1
20.6%	O=C(CN1CCN(Cc2ccccc2)CC1)N/N=C\C=C/c1ccco1
-10.4%	CC(=N/O)/C(C)=N\NC(=O)c1ccccn1
3.0%	O=C(COC(=O)[C@H](Cc1ccccc1)N1C(=O)c2ccccc2C1=O)Nc1ccc2c(c1)OCO2
28.2%	CCOC(=O)c1cnc2ccccc2c1Nc1ccc2c(c1)OCCO2
22.4%	O=C(Nc1ccc(F)c(Cl)c1)C1CCN(S(=O)(=O)c2cccnc2)CC1
-87.1%	Cc1ccccc1NC(=O)COC(=O)c1ccc(S(C)(=O)=O)c([N+](=O)[O-])c1
-7.6%	CCC(=O)N1CCc2cc(S(=O)(=O)NC(C(=O)NCc3ccc(C)cc3)C(C)C)ccc21 (stereo not given)
-3.6%	Cc1cccc(NC2(C(F)(F)F)N=C(c3ccccc3)NC2=O)n1 (stereo not given)
-7.3%	C/[N+]([O-])=C\C1C(=O)CC(C)(C)CC1=O
26.2%	Cc1ccc(-n2ncc3c(NCc4ccc5c(c4)OCO5)ncnc32)c(C)c1
8.0%	C/C(=N\NC(=O)c1c(C)nc2ccccn12)c1ccc(C(C)(C)C)cc1
-8.7%	O=C(O)CC(Cc1ccc(Br)cc1)C(=O)O (stereo not given)
-1.8%	CCCN(Cc1ccccc1)C(=S)NC(=O)c1ccccc1[N+](=O)[O-]
-6.9%	O=C(/C=C/Nc1ccc(F)cc1Br)c1ccccc1
8.0%	Cc1cc(C(C)(C)C)ccc1OCC(=O)N/N=C\c1c(C)n(C)n(-c2ccccc2)c1=O
-2.9%	Cc1cccc(N(C(=O)c2ccco2)C(C(=O)NC2CCCC2)c2cccnc2)c1C (stereo not given)
-11.1%	COc1ccc(C(=O)NNC(=O)c2cnccn2)cc1[N+](=O)[O-]
i	Cc1ccc(-n2nc(C)c3cc(C(=O)O)sc32)cc1
-6.2%	CCC(Sc1nc2cc(OC)c(OC)cc2c(=O)n1CCc1ccc(S(N)(=O)=O)cc1)C(=O)NCCOC (stereo not given)
-5.5%	CC(C)(C)C(=O)Nc1ccc(NC(=O)c2ccco2)nc1
-7.5%	CCc1nc(SCC(=O)NCCc2ccc(OC)c(OC)c2)c2c(=O)n(C)c(=O)n(C)c2n1
3.3%	CCS(=O)(=O)c1nc(S(=O)(=O)c2ccc(C)cc2)c(N2CCC(C)CC2)s1
0.1%	COc1cc(SC)ccc1C(=O)Nc1nc(C)cs1

(further entries)
NIH3T3 HSF-1 reporter	molecule
1.6%	CC(=NCCc1ccccc1)C1=C(O)CSC1=O
?	CCC(=O)N1CCN(c2ccc(NC(=O)c3ccc([N+](=O)[O-])o3)cc2)CC1
3.2%	CCCCn1c(C)cc(C)c(S(=O)(=O)c2ccccc2C)c1=O
0.4%	O=C(CCCCn1c(=O)[nH]c2ccsc2c1=O)NCc1cccnc1
2.9%	CC(C)(C)c1ccc(/C=N/Nc2cccc(C(=O)O)c2)cc1
-6.9%	CS(=O)(=O)N1CCN(c2cccc(Cl)n2)CC1
-0.9%	CC1(OC(=O)CCc2ccccc2)C(=O)C=C2C=C(c3ccc(C#N)cc3)N(CCc3ccccn3)C=C2C1=O (stereo not given)
1.8%	Cc1ccc(C(=O)NCc2ccc(N3CCN(C)CC3)cc2)cc1C
16.1µM*	CC(C)CN=C(NS(=O)(=O)c1ccccc1)C(Cl)(Cl)Cl
-4.2%	CC(=O)N/N=C(\C)CC(=O)NC(C)(C)C
-6.1%	COc1ccccc1NC(=O)C1CCN(C(=O)C2CC(=O)N(c3ccc(C)cc3)C2)CC1 (stereo not given)
14.0%	COc1ccc(CCNC(=O)CN(c2ccc(OC)c(OC)c2)S(C)(=O)=O)cc1OC
3.2%	COc1ccc(-n2nc3ccccc3n2)cc1
16.7%	C=CCn1c(C)cc(C(=O)CSc2nnc(NC(C)C)s2)c1C
-3.1%	COc1ccc(-c2oc3ccccc3c2C(=O)Oc2ccccc2)cc1
-3.5%	Cc1ccc(/C=N/NC(=O)c2nnn(-c3nonc3N)c2CN(C)C2CCCCC2)cc1
20.9%	Cc1ccc(-c2nnn(CC(=O)N(Cc3cccs3)C(C(=O)NC3CCCC3)c3ccncc3)n2)cc1 (stereo not given)
8.3%	CCCCNC(=O)CNC(=S)N(Cc1ccccc1)Cc1cccs1
-1.0%	COc1ccc(OC)c(N/C=C/C(=O)c2ccccc2)c1
3.4%	Cc1cc(C)c(S(=O)(=O)N/N=C/c2ccc3c(c2)OCO3)c(C)c1
8.8%	CC(C)c1ccc(/C=N/Nc2ccc(C(=O)O)cc2)cc1
24.0%	Cc1ccc(-c2nc3cnccn3c2Nc2c(C)cccc2C)o1
0.7%	CCOC(=O)c1cccc(NC(=O)CCS(=O)(=O)c2ccc(Br)s2)c1
-0.7%	CC1CCN(S(=O)(=O)c2ccc(C(=O)Nc3nnc(-c4ccccn4)o3)cc2)CC1
-0.3%	CN(CC(=O)Nc1ccccc1Br)C(=O)c1cccn1C
-3.1%	CCOC(=O)C1=C(C)NC(=S)NC1c1ccsc1 (stereo not given)
-7.2%	COc1ccc(NC(=O)CN2C(=O)COc3ccc(S(=O)(=O)N4CCOCC4)cc32)c(OC)c1
2.4%	O=C(COc1ccccc1C(=O)O)Nc1ccc(SC(F)F)cc1
-9.2%	CCOC(=O)c1sc2nc3c(cc2c1N)COC(C(C)C)C3 (stereo not given)
0.5%	Cc1ccc(S(=O)(=O)N2CCC(C(=O)N[C@@H](Cc3ccccc3)C(=O)O)CC2)cc1
-5.2%	O=C(O)/C=C/C(=O)Nc1cc(F)ccc1F
11.9%	CCOC(=O)C1CCN(c2c(NCc3ccc(C(=O)Nc4ccc(C)cc4)cc3)c(=O)c2=O)CC1
-3.4%	COc1ccc(NC(=O)c2ccco2)cc1N

Entries shown so far that have an NH in an aromatic ring (15):
NIH3T3 HSF-1 reporter	molecule
?	CCOC(=O)N=Nc1c2ccccc2c2nc3no[nH]c3nc12
-4.1%	Cc1nc2c(-c3ccccc3)c(C)[nH]n2c(=O)c1Cl
-2.4%	CN(C)C(=O)CSc1n[nH]c(=O)[nH]c1=O
-1.6%	Nc1ncnc2nc(N3CCN(C(=O)c4ccccc4)CC3)[nH]c12
-79.5%	O=C(CCl)N(c1ccc(Cl)cc1)c1c[nH]c2ccccc12
-2.5%	Cn1cc(Cl)c(-c2n[nH]c(=S)n2-c2ccc(F)cc2)n1
-19.6%	COc1ccc2cc3c(N)nn(C(=O)Cc4c[nH]c5ccccc45)c3nc2c1
8.3%	COC(=O)c1nc(NC(=O)c2ccc(C(C)(C)C)cc2)n[nH]1
-3.0%	COc1ccc(/C=N/n2c(-c3cc(C)[nH]n3)n[nH]c2=S)cc1OC
30.7%	CN=c1scc(-c2ccccc2F)n1/N=C/c1ccc[nH]1
18.4%	CC1CCN(C(=O)CSc2nc3c(cnn3-c3ccc(Cl)cc3)c(=O)[nH]2)CC1
12.6%	c1csc(-c2nnsc2-c2nc3ccccc3[nH]2)c1
-6.3%	COc1cc(NC(=O)N[C@@H](Cc2c[nH]c3ccccc23)C(=O)O)c(C(=O)O)cc1OC
-4.3%	O=C(CCc1nc2ccccc2c(=O)[nH]1)NCc1ccco1
0.4%	O=C(CCCCn1c(=O)[nH]c2ccsc2c1=O)NCc1cccnc1

Compound activity: PubChem BioAssay, Broad Institute
